RmlC RmlD mix – RmlC and RmlD coupled enzyme inhibitors, primary screen, biochemical, 384-well, compound mixtures, retest | RmlC/RmlD coupled enzyme inhibition, 384-well mixture HTS | inhibition, % at 5.5 µM | actives 0.39% (n = 110,000); in the data active means inhibition above about 30%, passing the limit was not always enough; inconclusive means no clear call, values can overlap the other calls; further: strong numbers were not always called active
RT RNaseH block – HIV-1 RT RNase H inhibitors, primary screen, biochemical, fluorescence; Gag-Pol polyprotein (Human immunodeficiency virus type 1 group M subtype B (isolate …; RT-RNase H RNA/DNA duplex cleavage; inhibition, % at 10 µM; actives 1.9% (n = 65,000); AID 565, 2006; in the data active means inhibition above about 50%
Numbers without * were called inactive; ? = inconclusive; . = no result given; & = joins results of further samples.

Every second line gives: RmlC RmlD mix | RT RNaseH block
- Cc1ccc(S(=O)(=O)N2CCN(S(=O)(=O)N3CCOCC3)CC2)cc1C
    -13 | .
- O=C1c2cccnc2C(=O)N1Cc1cccs1
    -8 | -2
- O=C(Cc1n[nH]c(=O)c2ccccc12)NCc1ccccn1
    -7 | -7
- COc1cc(CNCC(O)c2ccccc2)ccc1OCc1ccc(Cl)nc1 (centres undefined)
    -7 | .
- Cc1ccc(C(=O)N2CCN(c3ccc(C(F)(F)F)cn3)CC2)c(C)c1
    -15 | .
- CCOC(=O)C1=C(N)Oc2c(oc(CO)cc2=O)C1c1c(F)cccc1Cl (centres undefined)
    -13 | -2
- O=c1nc(N(c2ccccc2)c2ccccc2)[nH]c(=O)[nH]1
    -11 | -7
- O=C(Oc1ccc(Cl)c2cccnc12)N1CCCCCC1
    13 | .
- c1ccc(-c2c3ccccc3nc3[nH]c4ccccc4c23)cc1
    -79 | .
- Nc1csnc1C(=O)O
    1 | -12
- C=CCNc1nc(Nc2ccc(OC)cc2)nc(OCC)n1
    -8 | .
- COC(=O)CN1C(=O)C(C)=C(c2ccc(C)cc2)S1(=O)=O
    7 | 17
- CCCCNC(=O)C(c1ccc(-c2ccccc2)cc1)N(CCN1CCOCC1)C(=O)CCCCCN1C(=O)NC(c2ccc([N+](=O)[O-])cc2)C(C(=O)OCc2ccccc2)=C1C (centres undefined)
    -4 | .
- CCN(CC)c1ncnc2c1sc1nc(C)cc(C)c12
    4 | .
- COc1cccc(OCCOc2ccccc2OC(C)C)c1
    -11 | .
- C=CCn1c(SCc2c(C)noc2C)nc2sc3c(c2c1=O)CCCCC3
    6 | -48
- CCOC(=O)c1oc2ccccc2c1CSc1nnnn1-c1ccccc1
    -10 | 0
- C[C@]12CC[C@@H]3c4ccc(OC(=O)c5ccccc5)cc4CC[C@H]3[C@@H]1CC[C@@H]2O
    2 | -21
- Cc1nn(Cc2ccccc2Cl)c(C)c1C(=O)Nc1nnc(C2CC2)s1
    -11 | 8
- CS(=O)(=O)N(CC(=O)N1CCN(C(c2ccccc2)c2ccccc2)CC1)C1CCCCC1
    -4 | .
- CC1CN(S(=O)(=O)c2cccc(-c3csc(-c4ccccc4)n3)c2)CC(C)O1 (centres undefined)
    6 | .
- Cc1cccc(NC(=S)N2CCN(Cc3ccc4c(c3)OCO4)CC2)c1C
    -18 | .
- CCOC(=O)N1CCN(CC(O)c2ccc3c(c2)CCN3)CC1 (centres undefined)
    -11 | -7
- Cc1ccc(OCCCC(=O)Nc2ccc3c(c2)OCO3)cc1
    2 | 2
- COc1ccc(/C=C/c2ccncc2)c2ccccc12
    -4 | .
- O=C(C1=C[C@@H](c2ccccc2)C[C@@H](OCCCCO)O1)N1CCN(Cc2ccc3c(c2)OCO3)CC1
    5 | .
- CCOC(=O)c1ccccc1Nc1cn(C(C)=O)c2ccccc12
    7 | .
- CS(=O)(=O)N(CC(=O)Nc1c(F)cccc1F)c1ccc(C23CC4CC(CC(C4)C2)C3)cc1
    -8 | .
- CN(C)/C=N/c1nc2ccc3c(c2s1)CCCC3
    1 | -20
- CN(C)S(=O)(=O)N1CCC(Cc2ccccc2)CC1
    4 | -20

(listing goes on)
Every second line gives: RmlC RmlD mix | RT RNaseH block
- Cc1c(C(=O)NCc2ccc3c(c2)OCO3)oc2ccc(S(=O)(=O)N3CCCCC3)cc12
    -7 | 3
- N#CCCN1CCN(S(=O)(=O)c2ccc(S(=O)(=O)NCC3CCCO3)cc2)CC1 (centres undefined)
    -17 | 3
- Cc1[nH]c2ccccc2c1C(=O)CSc1ncn[nH]1
    8 | -6
- CCc1cc(C(=O)Nc2ccc(C)cc2Br)cs1
    13 | .
- CN(C)CCCN1c2ccccc2Sc2ccc(Cl)cc21
    1&-34 | -10
- CCc1nc2ccccc2n1Cc1ccccc1OC
    2 | -36
- CCn1nnnc1SCC(=O)N1CCc2ccccc21
    8 | .
- O=C(Nc1ccc2c3c(cccc13)CC2)c1ccco1
    31 | 0
- CC(=O)c1c(C)[nH]c(C(=O)N2CCN(c3ccc(F)cc3)CC2)c1C
    11 | .
- CN(C)S(=O)(=O)c1ccc(N2CCOCC2)nc1
    5 | -18
- Cc1ccccc1-n1nc(C(=O)c2cccs2)cc(-c2nc3ccccc3[nH]2)c1=N
    -13 | .
- CC(=O)NC(CCS(C)(=O)=O)C(=O)N1CCc2ccccc21 (centres undefined)
    3 | -2
- O=C(O)CNc1nc(Cl)ccc1[N+](=O)[O-]
    30 | .
- COc1ccc(N2CCN(C(=O)CN(c3ccccc3)S(C)(=O)=O)CC2)cc1
    1 | 17
- COc1cccc(C(=O)Nc2ccc(NC(=O)C(C)C)nc2)c1
    -17 | -16
- CC(NCCO)C(=O)C12CC3CC(CC(C3)C1)C2 (centres undefined)
    -9 | -2
- CCCCc1cc(=O)oc2c(CN(C)C)c(O)c(Cl)cc12
    70* | -10
- COCCNC(=O)c1ccccc1NC(=O)c1ccc(OC)c(OC)c1
    12 | -2
- CC(C)CCNC(=O)CN(C)S(=O)(=O)c1cccc2nsnc12
    -14 | -25
- CCOc1cc(S(=O)(=O)NCc2ccccn2)c(C)cc1C
    . | -6
- O=C(O)C1(c2ccc(Cl)cc2)CCC1
    8 | -2
- O=C(CN1CCC(n2nnc3ccccc32)CC1)NCc1cccs1
    2 | -2
- CCN(c1ccc(OC)cc1)c1ncnc2nc[nH]c12
    -4 | .
- COc1ccc(S(=O)(=O)NCCOc2ccccc2)cc1OC
    1 | -16
- CCOC(=O)C1=C(C)N=c2s/c(=C/c3ccccc3)c(=O)n2C1c1ccc(OC)c(OC)c1 (centres undefined)
    2 | .
- Fc1cccc2sc(N3CCOCC3)nc12
    2 | -11
- COc1ccc(OC)c(NC(=O)C2CCN(c3nc(C)cc(C)n3)CC2)c1
    -14 | -4
- O=C(COc1ncnc2ccccc12)N1CCN(S(=O)(=O)c2ccccc2)CC1
    12 | 1
- Cc1cc(C(=O)Nc2ccccn2)cs1
    1 | -5
- O=C(O)CCC(=O)NCc1ccc2[nH]c3c(c2c1)CCCC3
    12 | -2

(next part)
Every second line gives: RmlC RmlD mix | RT RNaseH block
- CC1=C(C(N)=O)C(c2ccccc2)n2nc(-c3cccs3)nc2N1 (centres undefined)
    7 | 0
- CSc1ccc(-c2c(C#N)c(N)nc3c2CCCC3)cc1
    33* | 3
- CC(C)N(Cc1ccccc1)C(=O)c1cnc2n(c1=O)CCS2
    5 | 6
- CCOC(=O)c1ccc(N2C(=O)C(C)=C(C)C2=O)cc1
    . | -1
- O=C1c2ccccc2C(=O)N1Cc1ccco1
    -16 | -16
- CC(=O)c1cc2c(cc1NC(=O)c1c(-c3ccccc3)noc1C)OCO2
    -21 | .
- Cc1ccc(-c2nc3ccccc3n3c(C)nnc23)cc1
    14 | .
- c1coc(CNCc2cccs2)c1
    10 | .
- O=C(Nc1ccc2nc(-c3cccnc3)[nH]c2c1)c1ccco1
    8 | -7
- O=C(COc1ccc2ccccc2c1)N1CCN(Cc2c[nH]c3ccccc23)CC1
    2 | .
- CCCCNC(=O)CCSc1nc2nc(C)cc(C)n2n1
    9 | 10
- CC(=O)Nc1nnc(SCC(=O)N2CCN(Cc3ccccc3)CC2)s1
    1 | .
- CCOc1cc(CNc2ccc(Br)cc2)cc(Br)c1OCC(=O)NC(C)(C)C
    11 | .
- CS(=O)(=O)N(CC(=O)N1CCCC1)c1cccc(Cl)c1Cl
    -16 | -14
- c1ccc(N2CCN(c3ccccc3)C2c2ccncc2)cc1
    -24 | .
- COCCn1cc(C(=O)N2CCC3(CC2)OCCO3)c2c3ccccc3n(C)c2c1=O
    -19 | -5
- CC(C)c1ccc(NC(=O)CSc2nc3c(c(=O)[nH]2)CCC3)cc1
    1 | -11
- Cn1nc(OC(=O)Nc2cccc(Cl)c2)cc1C(F)(F)F
    -90 | .
- Cc1c(NC(=O)c2cccc(F)c2)c(=O)n(-c2ccccc2)n1C
    10 | -16
- COc1ccc(N2C(=O)C3CCCN3C2c2ccccc2)cc1 (centres undefined)
    -9 | -7
- COc1ccc(OC)c(NC2c3ncccc3C(=O)N2Cc2ccco2)c1 (centres undefined)
    -7 | 7
- CCS(=O)(=O)NCc1cn2c(C)csc2n1
    -15 | -14
- CCC(=O)N1CCc2cc(Br)cc(S(=O)(=O)N3CCN(c4ccccn4)CC3)c21
    . | 45
- CCn1c(SCC(=O)NCC(=O)Nc2ccc(F)cc2)nnc1-c1cccs1
    10 | -9
- CCN(CC)CCNC(=O)NC1CCCCC1
    -92 | -6
- COC(=O)COC(=O)c1ccc(-n2nnnc2SC)cc1
    4 | -9
- CCOC(=O)c1[nH]c(Cc2[nH]c(C(=O)OCC)c(C)c2CCC(=O)OC)c(CCC(=O)OC)c1C
    0 | 9
- COc1cc(OC)c2ccc(=O)oc2c1C(CCN1CCN(c2ccccc2)CC1)c1ccc(N(C)C)cc1 (centres undefined)
    17 | .
- O=C(CCn1c(=O)c2sccc2n(CC(=O)NCc2ccco2)c1=O)NCc1ccccc1
    9 | -8
- Cc1ccc2nc(-c3ccc(NC(=O)C4CCCO4)cc3)[nH]c2c1 (centres undefined)
    9 | .

Reformatted field by field: entries from further up
CC(=O)c1cc2c(cc1NC(=O)c1c(-c3ccccc3)noc1C)OCO2
  RmlC RmlD mix = -21
  RT RNaseH block = .

Cc1ccc(-c2nc3ccccc3n3c(C)nnc23)cc1
  RmlC RmlD mix = 14
  RT RNaseH block = .

c1coc(CNCc2cccs2)c1
  RmlC RmlD mix = 10
  RT RNaseH block = .

O=C(Nc1ccc2nc(-c3cccnc3)[nH]c2c1)c1ccco1
  RmlC RmlD mix = 8
  RT RNaseH block = -7

(next part)
Every second line gives: RmlC RmlD mix | RT RNaseH block
- CN(C(=O)c1ccccn1)c1nnc(-c2cnccn2)s1
    11 | -4
- CC12COC3(C(=O)Nc4ccc(Cl)cn4)CC1CCC32C (centres undefined)
    -4 | -5
- CSc1nc(C)cc(OCCO)n1
    -16 | .
- Cc1cc(C)cc(N(CC(=O)N2CCN(c3ccccc3)CC2)S(=O)(=O)c2c(C)noc2C)c1
    -20 | 0
- COc1cccc(C(=O)NC2CCSC2=O)c1 (centres undefined)
    -13 | -8
- CCOC(=O)N1CCC(n2c(SCC(=O)NCCC3=CCCCC3)nc3ccccc3c2=O)CC1
    -2 | -2
- CCn1ncc(C2=NOC(C(=O)Nc3ccc(C)cc3)C2)c1C (centres undefined)
    -130 | .
- Cc1cccc(-n2c(O)c(C=NC3CCS(=O)(=O)C3)c3ccccc3c2=O)c1 (centres undefined)
    30 | .
- CSc1nc(-c2ccco2)nn1S(C)(=O)=O
    16 | 4
- NC(=O)COc1ccc(/C=N/NC(=O)C2CCCN2S(=O)(=O)c2ccc(Cl)cc2)cc1 (centres undefined)
    ? | .
- CCCCn1c(-c2ccc([N+](=O)[O-])cc2)n[nH]c1=S
    -7 | .
- Oc1ccc2ccccc2c1CNn1cnnc1
    16 | .
- COc1ccccc1Nc1nc(-c2sc(NC(=O)c3ccco3)nc2C)cs1
    -18 | .
- COc1ccc(OC)c(/C=C/C(=O)c2ccc(Cl)cc2)c1
    5 | .
- COc1cc2oc(=O)ccc2c(OC)c1CC(O)C(C)(C)O (centres undefined)
    12 | .
- CCCNC(=O)c1c(NC(=O)C2COc3ccccc3O2)sc2c1CCCC2 (centres undefined)
    7 | .
- c1ccc(CSc2nnc(-c3ccccn3)n2-c2ccccc2)cc1
    1 | .
- CCCCNC(=O)Nc1ccnn1C1CCCCC1
    -2 | -4
- CC(Oc1ccc(Cl)cc1)C(=O)Nc1nccs1 (centres undefined)
    -11 | -10
- CC(=O)c1sc(NC(=O)C(C)(C)C)nc1C
    10 | .
- CSc1nccc(-c2cc(Cl)sc2Cl)n1
    -12 | .
- Cc1c(Nc2nc3ccccc3nc2NS(=O)(=O)c2cccs2)c(=O)n(-c2ccccc2)n1C
    6 | .
- CCCN(CCC(=O)Nc1cc(OC)cc(OC)c1)CC1CC1
    3 | 5
- CCOC(=O)c1c(-c2cccs2)csc1NC(=O)c1ccncc1
    12 | 0
- O=C(CCN1CCCCC1)NCC(=O)Nc1ccc(Br)cc1C(=O)c1ccccc1
    13 | .
- CC(C)(C)c1ccc(S(=O)(=O)N2C=CC(C(F)(F)F)=NCC2)cc1
    5 | .
- O=C(Cn1c(=O)sc2ccccc21)Nc1ccccc1C(=O)O
    . | 8
- CN(C)S(=O)(=O)Oc1cccc(C(=O)Nc2cccc(Cl)c2)c1
    -7 | .
- Cc1ccnc(Sc2nc3c(c(=O)[nH]c(=O)n3C)n2CCCc2ccccc2)n1
    -6 | -13
- Cc1ccc(OC(=O)COc2ccccc2C)c(-n2nc3ccccc3n2)c1
    8 | .

Taken from above:
Cc1cc(C)cc(N(CC(=O)N2CCN(c3ccccc3)CC2)S(=O)(=O)c2c(C)noc2C)c1 | RT RNaseH block: 0
O=C(Oc1ccc(Cl)c2cccnc12)N1CCCCCC1 | RmlC RmlD mix: 13
CCn1nnnc1SCC(=O)N1CCc2ccccc21 | RmlC RmlD mix: 8
O=C(CCN1CCCCC1)NCC(=O)Nc1ccc(Br)cc1C(=O)c1ccccc1 | RmlC RmlD mix: 13

(next part)
Every second line gives: RmlC RmlD mix | RT RNaseH block
- Cc1ccccc1-c1nc(CN2CCC(C(=O)NC3CCN(Cc4ccccc4)CC3)CC2)c(C)o1
    3 | 7
- CCCOc1ccc(OC(=O)c2ccc(Br)o2)cc1
    -43 | -13
- O=C(O)C1CC(=O)N(Cc2cccnc2)C1 (centres undefined)
    -3 | 6
- COC(=O)c1[nH]c2ccccc2c1NC(=O)CCN1CCN(C2CCCCC2)CC1
    -10 | -4
- CC(=O)c1cccc(NC(=S)NCCC2=CCCCC2)c1
    7 | .
- Cc1cccc(S(=O)(=O)C(C#N)c2nc3ccccc3nc2N2CCCC2)c1 (centres undefined)
    12 | 2
- COc1ccc(C(=O)Nc2ccccc2C(=O)NC(C(=O)NCc2ccco2)C(C)C)cc1 (centres undefined)
    9 | 82*
- O=C(NC1CCCCCC1)C1c2ccccc2C(=O)N1Cc1cccnc1 (centres undefined)
    -18 | -5
- C=C(C)C(=O)Nc1cccc(C2=NOC3(C2)C[C@H](C(N)=O)N(C(=O)c2ccccc2)C3)c1 (some centres undefined)
    6 | .

Not all compounds are listed; rates above refer to the full screens.
